# ALOX12 inh – Primary qHTS assay for inhibitors of human arachidonate 12S-lipoxygenase (ALOX12): Round 2. Polyunsaturated fatty acid lipoxygenase ALOX12 (Homo sapiens), P18054. purified 12hLO, xylenol orange hydroperoxide absorbance. Potency, µM (series often up to 108 µM), for inactives: at the highest dose activity change, negative = inhibition, actives largely listed as inhibitors. hit rate 1.1% among 580,000; active = well fitted inhibition curve with a large enough effect; inconclusive = small, poorly fitted or top-dose-only effect, or another doubt; inactive = no such curve, though single readings can be large or run the other way
# Target sequence (P18054 whole entry, looked up): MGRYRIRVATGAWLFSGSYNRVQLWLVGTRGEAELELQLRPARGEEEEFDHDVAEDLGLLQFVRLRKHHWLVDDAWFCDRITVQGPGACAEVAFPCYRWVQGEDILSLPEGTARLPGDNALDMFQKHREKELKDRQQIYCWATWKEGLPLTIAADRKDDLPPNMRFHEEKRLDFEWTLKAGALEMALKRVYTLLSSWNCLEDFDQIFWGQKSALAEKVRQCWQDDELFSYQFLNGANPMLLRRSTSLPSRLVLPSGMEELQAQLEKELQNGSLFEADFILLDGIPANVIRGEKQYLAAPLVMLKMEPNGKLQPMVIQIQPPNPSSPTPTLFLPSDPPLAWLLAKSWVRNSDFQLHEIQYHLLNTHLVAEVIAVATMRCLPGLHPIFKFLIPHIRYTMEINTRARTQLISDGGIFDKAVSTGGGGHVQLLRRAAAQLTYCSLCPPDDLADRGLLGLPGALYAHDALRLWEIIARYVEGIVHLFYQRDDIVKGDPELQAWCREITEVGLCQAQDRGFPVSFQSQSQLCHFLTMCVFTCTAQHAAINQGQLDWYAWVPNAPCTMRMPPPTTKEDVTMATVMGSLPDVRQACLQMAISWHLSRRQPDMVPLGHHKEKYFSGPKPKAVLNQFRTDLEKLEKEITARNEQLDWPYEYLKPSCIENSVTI
#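 Purified human 12hLO at 150 nM in 25 mM Hepes, 0.01% Triton X-100, pH 7.0, preincubated 15 min at room temperature with compound. Reaction started with 40 uM arachidonic acid, 30 min at room temperature. Hydroperoxide measured by Fe-xylenol orange, 573/405 nm absorbance ratio.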
# * = called active by the depositor; ? = inconclusive; & = joins results of further samples; [ ] = remark or other dose. % is scaled to controls: 0 for no effect and ±100 for the full control effect; potency is read from the fitted curve at half-maximal effect.
canonical_smiles | ALOX12 inh
COC(=O)CC#C[C@H](C)[C@@H](NS(=O)(=O)c1ccc(C)cc1)C1CCCCC1 | -22%
CNC(=O)[C@H]1C[C@H](Oc2cccnc2)CN1C(=O)Nc1cccc(F)c1 | 15%
CC1CCN(CC2CCCN(C(=O)CC3CCCC3)CC2)CC1 (centres undefined) | 45%[activator]
OC1CC(c2cc(NCCOCc3ccc(Cl)cc3)ncn2)C1 (centres undefined) | 15%
O=C(NCCN1CCCCC1)C1CCCN(c2cnc3nccnc3c2)C1 (centres undefined) | 5%
CCCc1nnc(NC(=O)C2CC(=O)N(c3n[nH]c4ccccc34)C2)s1 (centres undefined) | -17%
Cc1ccn(CC(=O)NCCn2c(C)cnc2C2CC2)n1 | 57%[activator]
CN1CCCCC(NC(=O)C23CC4CC(CC(C4)C2)C3)C1=O (centres undefined) | -6%
Cc1ccc(C)c(NC(=O)c2cc3n(n2)CC(c2ccc(Cl)cc2)OC3)c1 (centres undefined) | -8%
O=C(c1n[nH]c2c1CCCC2)N1CCOc2ccc(C(O)C3CCCCC3)cc2C1 (centres undefined) | 18%
Cc1ccc(-c2nnc3ccc(NC(C)C)nn23)nc1 | 46%[activator][176 µM]
COc1ccc(C(=O)NCCn2c(C)cnc2C2CC2)cn1 | -4%
Cc1ccc(C(=O)N2CCC(Cc3nc(-c4cnccn4)no3)CC2)cc1 | 41%[activator]
Cc1ccc([C@H]2C[C@@H](O)[C@@H](O)[C@@H]2NC(=O)C2CCOCC2)cc1 | 69%[activator][176 µM]
COc1ccc2nc(C[C@@H]3C[C@@H](C(C)C)[C@H](CNC(=O)Nc4ccc(F)cc4)C=C3C)[nH]c2c1 | 2%
Cc1noc(C)c1CC(=O)N1CC[C@@H](NC(=O)c2cnccn2)[C@H](O)C1 | 15%
COC(=O)c1cccc(-c2cc(Cl)c3c(c2)CC(CNC(=O)c2cccnc2)O3)c1 (centres undefined) | -3%
COc1cccc(C2=NC(C)(CC(=O)NCc3ccccc3F)ON2C)c1 (centres undefined) | -11%
O=C(COc1ccc(-n2cnnn2)cc1)N1CCCC2(CCOC2)C1 (centres undefined) | 66%[activator]
CCOC(=O)c1cccc(NC(=O)N2CC[C@@H](CC(=O)NCc3ccccc3OC)[C@@H](CC)C2)c1 | -3%
Cc1cccc(OCCc2noc(C3CN(S(=O)(=O)c4ccccc4)C3)n2)c1 | 48%[activator]
CC(C)n1c(C2CCN(C(=O)CCc3nc4ccccc4s3)CC2)nn(C)c1=O | 23%
COc1ccc(CCC(=O)N2CCC(Oc3ccc(-c4noc(C)n4)cc3)C2)cc1 (centres undefined) | 30%
CCC1Oc2ccc(NC(=O)c3ccccc3OC(C)=O)cc2CN(Cc2ccccc2F)C1=O (centres undefined) | -15%
COc1ccc(NC(=O)C2CC23CCN(Cc2cccc4ncccc24)CC3)cc1Cl (centres undefined) | 14%
Cc1ccc(O)c(CN2CC[C@@H](c3ccc4ccccc4c3)[C@H](O)C2)n1 | 33%
O=C(c1ccncc1)N1CCCC(c2noc(COc3ccccc3F)n2)C1 (centres undefined) | 2%
Cc1noc2c(NCC3CCOCC3)cc(-c3ccc(F)cc3)nc12 | 56µM*
COc1ccc(-c2noc(C(=O)N3CCCC3)c2[C@H](C)O)cc1 | 4%[176 µM]
COc1cc(OC)c(CNC(=O)c2c(C)noc2-c2ccc(OC(F)(F)F)cc2)c(OC)c1 | 30%[activator]
O=C(NCc1cccs1)c1cc(Br)cn2ccnc12 | -5%&-2%[176 µM]
CCCCS(=O)(=O)N1CCCc2nc(-c3ccc(Br)cc3)ccc21 | -10%
Cc1nc2scc(CC(=O)NC(C)C)n2c(=O)c1-c1cc(C)n(-c2cccc(Cl)c2)n1 | 3%
CC(C)Oc1ccc(CN2CCc3n[nH]c(=O)n3CC2)cc1 | 18%
COc1cc(NC(=O)c2ccc3c(c2)N(C)C2CCCCN2C3=O)cc(OC)c1OC (centres undefined) | 29%
C[S+](=O)([O-])N1CCn2ncc(C(=O)NCc3ccc(Cl)nc3)c2C1 | 4%[6.33 µM]
O=[S+]1([O-])NCC2(CCN(Cc3ccc(F)cc3)C2)Oc2ccncc21 (centres undefined) | 10%[6.33 µM]
CC1=C[C@@H](CNC(=O)CCC(=O)O)[C@H](C(C)C)C[C@H]1Cc1nc2ccc(C)cc2[nH]1 | 4%[176 µM]
CCNC(=O)NCC1c2cc(OC)c(OC)cc2CCN1C(=O)Nc1ccc(C)cc1 (centres undefined) | -15%
O=C1CCCN1CCCN1C(=O)[C@@H]2C[C@@H](O)CN2C2(CN(Cc3ccc(OC(F)(F)F)cc3)C2)C1=O | ?
O=C1CCCCCN1C1CCN(Cc2ccncc2)CC1 | 18%[176 µM]
COc1ccc(N2CC3CCC(C2)N3C(C)=O)cc1 | -1%[12.5 µM]
N#Cc1cccc(-c2cn3c(n2)N(C(=O)C2CCCO2)CCC3)c1 (centres undefined) | 24%
COc1ccc(C(=O)N2CCC(N3CC4CC(C3)[C@H]3CCCC(=O)N3C4)CC2)cc1F (some centres undefined) | 6%
OC1(c2csc(CN3CCOCC3)n2)CCN(C2CCCC2)CC1 | -4%[176 µM]
CN1CCCC2(C1)CN(C)c1ccc(C(=O)Nc3ccc(F)cc3)cc12 (centres undefined) | ?
Cn1nccc1C(=O)N1CCCN(S(=O)(=O)c2ccccc2)CCC(=O)NCC1 | 28%
CCOCCOC1CCN(C(=O)NCc2ccccc2)CC1 | 63%[activator]
CN(C)C(=O)C1CCc2nnc(C(C)(C)C)n21 (centres undefined) | 5%[12.5 µM]
CCOc1cccc(CNC(=O)CCC2CCCN(S(=O)(=O)c3ccc(C)cc3)C2)c1 (centres undefined) | -5%
COc1ncccc1-c1nc(-c2c(C)noc2C)cc2c1cc(C)n2CCN(C)C | 9%[176 µM]
CC(C)(C)NS(=O)(=O)c1ccccc1-c1nc(N)nc2c1CCC2 | 6%
COc1ccc2[nH]cc(CCNC(=O)CCC[C@H]3NC[C@@H]4C[C@H]3CN(Cc3ccccc3)C4)c2c1 | 4µM*
COc1ccc(CNC(=O)N2CCCC(Cc3noc(-c4ccncc4)n3)C2)cc1 (centres undefined) | 33%
O=C(c1ccccc1F)N1CCC(Cc2nc(C3CCOCC3)no2)CC1 | -7%
Cc1cc(C(=O)N2C[C@@H](COc3ccccc3)[C@H](C(N)=O)C2)c(C)o1 | 6%
Cn1c(=O)c2c(ncn2CC(=O)N2CCC(Cc3nc(C4CCOCC4)no3)CC2)n(C)c1=O | 18%
O=C(NCc1ccccn1)C1c2ccccc2C(=O)N(C2CCCCC2)C12CCCCC2 (centres undefined) | 39%[activator]
O=C1CCN(S(=O)(=O)c2ccccc2)CCCN(CC2CCCCC2)CCN1 | -7%
C[C@@H](c1ccccc1)N(C)C(=O)c1cc(COc2cccc(F)c2)[nH]n1 | 95%[activator]

# (cont.)
molecule	ALOX12 inh
Cc1ccc(CNC(=O)c2ccc3c(c2)CN(Cc2cncs2)CCO3)cc1	9%
COc1ccc(C(=O)N2CC3(COCC(=O)N(Cc4ccccc4)C3)C2)cc1	9%[176 µM]
CC(C)Oc1cccc2c1c(NC(=O)CN1CCCC1=O)nn2-c1cccc(F)c1	40%[activator]
CCC(COC)NC(=O)c1c(C)noc1-c1ccc(C(C)(C)C)cc1 (centres undefined)	17%
CCC(=O)N(C1CCOCC1)C1CCN(S(=O)(=O)c2ccc(C)c(C)c2)CC1	45%[activator]
Cn1nc2n(c1=O)CCN(C(=O)Cc1ccsc1)CC2	48%[activator]
O=C(C1CCCC1)N1CCN(c2cc(-c3ccccc3)[nH]n2)CC1	11%
CC(C(=O)NCc1cccnc1N(C)CCc1ccccn1)n1cccc1 (centres undefined)	44%[activator]
O=C(NC1CCC(O)CC1)c1ccc(-c2ncc3cnc(-c4cccc(F)c4)cn23)cc1 (centres undefined)	7%[176 µM]
Cc1cc2c(-c3cccc(O)c3)nc(-c3c(C)noc3C)cc2[nH]1	?
Clc1ccc(Nc2ncncc2-c2nc(-c3ccccc3)no2)cc1	34%[activator]
Cc1nc2sccn2c(=O)c1S(=O)(=O)N1CCN(c2ccccc2F)CC1	-2%
CCC1(N2CCN(S(=O)(=O)c3cc(F)ccc3C)CC2)CCN(C(=O)NC)C1 (centres undefined)	-21%
CCc1nc(CN2CCC(N3CCCC(C(=O)NCc4ccccn4)C3)CC2)no1 (centres undefined)	23%
O=C(NC1CCCCC1)N1C[C@@H]2C[C@H](C1)c1c(-c3ccc4ccccc4c3)ccc(=O)n1C2	9%
COc1cc(Cl)ccc1C(=O)N[C@@H]1CN(c2ccncn2)C[C@H]1CN(C)C	72%[activator]
COCCN1C(=O)CO[C@H]2CN(S(C)(=O)=O)C[C@H]21	-1%[176 µM]
O=C(CCc1nnn2c1CN(C(=O)COc1ccc(F)cc1)CC2)NCc1ccccc1	39%[activator]
O=S(=O)(Cc1ccccc1)N1CCC(c2nc(CCOc3ccc(F)cc3)no2)C1 (centres undefined)	35%[activator]
CCC1(O)CCC12CCN(C(=O)c1ccc(C)nc1)CC2 (centres undefined)	58%[activator]
O=C(COc1cccc(-c2nnc3n2CCCC3)c1)N1CCN(c2ccc(F)cc2)CC1	1%
Cn1cc(CN2CCN(c3ccc(C#N)cn3)CC2)c(-c2ccccc2)n1	20%
O=C(C[C@@H]1O[C@H](CNC(=O)c2cccc(F)c2)[C@@H](O)[C@H]1O)NCc1ccc(F)cc1	-12%[176 µM]
Cc1ccc(-c2cc3c(=O)n(CCNC(=O)c4cc(C5CC5)[nH]n4)ccn3n2)c(C)c1	29%
COc1ccc(C(=O)N2CCCn3nc(C)c(-c4ccccc4-c4ccccc4)c32)cc1	-18%[176 µM]
O=C1NC2(CCCN(C(=O)c3ccccc3)C2)COc2ccccc21 (centres undefined)	34%[activator]
CC(C)c1nnsc1Cn1ncc(N(C)CCc2ccccc2)cc1=O	?
CCOC(=O)[C@H](CCc1ccccc1)N[C@@H](C)C(=O)N1[C@@H](C(=O)O)C[C@@H]2CCC[C@@H]21	-9%[57.4 µM]
CCOc1cc2c(cn1)NCCN(Cc1ccccc1O)C2	10%[176 µM]
Cc1cc(=O)n(CC(=O)Nc2ccccc2)c(-c2ccc(Cl)cc2)n1	10%
O=C(Nc1ccc(C2(C(=O)NCc3ccccn3)CCCCC2)cc1)C1CC1	43%[activator]
COC(=O)C1=C(C)N(Cc2ccccc2)C(=S)NC1c1cccc(OC)c1 (centres undefined)	32µM*
CN1C[C@@H](NC(=O)CCC(=O)O)C[C@H]1c1nc(-c2ccc3ccccc3c2)no1	3%[176 µM]
Cc1cccc(OCCCN2CCC(C(O)(c3ccccc3)c3ccccc3)CC2)c1	?
COCC1(CNC(=O)c2cnccn2)C[C@@H](O)[C@@H](O)C1 (some centres undefined)	74%[activator][176 µM]
COc1cccc(CC(=O)N2CCC3(CC2)CC(N(Cc2ccccc2)C2CC2)CCO3)c1 (centres undefined)	5%
CN1CCN(C(=O)C[C@@H]2CCNC[C@@H]2Cc2cc(-c3ccccc3)on2)CC1	-3%[176 µM]
O=C(Cc1ccsc1)N1CCC([C@@H]2CNC[C@H]2CO)CC1	?
COCCOC1CCOC2(CCN(C(=O)Nc3ccccc3)CC2)C1 (centres undefined)	39%[activator]
CNC(=O)c1cc(-c2cnc(OC)nc2)cc2c1OCCN2Cc1cccnc1	0%[176 µM]
CCn1nccc1C(=O)N1CCCN(S(C)(=O)=O)C(c2ccccc2)CC(=O)NCC1 (centres undefined)	17%
Cc1ccc(C(=O)N2CCC(CCC(=O)NCc3nc4ccccc4n3C)CC2)cc1	29%
Cc1nc(C(=O)N2CCCC(c3[nH]ncc3Cc3ccccc3)C2)cs1 (centres undefined)	37%[activator]
COCc1nc(C2CCCN(C(=O)Cc3ccc(C)cc3)C2)no1 (centres undefined)	31%
CN(Cc1ccc2nonc2c1)Cc1cn(-c2ccccc2)nn1	68%[activator]
CN(C)[C@@H]1CC[C@@]23CCCN2C(=O)CCC[C@H]3[C@H]1Cc1ccccc1	-5%
CCC[C@@H]1CN(Cc2[nH]cc(C)c(=O)c2C)C[C@H]1C(=O)O	144%[activator]
OCc1ccc(-c2cc(-c3ccncc3)c3cncn3c2)cc1	9%[176 µM]
Cc1nc(CCNC(=O)c2cnc(-c3cccnc3)nc2)cc(=O)[nH]1	?
CCn1ccc(C(=O)N2CC3CC(C2)[C@H]2CCCC(=O)N2C3)n1 (some centres undefined)	24%

# Compound activity as filed in PubChem.

# A portion of the library; rates above refer to the full screens.
